RXFP1 agonist: activates the human relaxin receptor RXFP1 | Q9HBX9 | HEK293T-RXFP1 cAMP TR-FRET, 30 min; response scale: percent of porcine relaxin response, buffer zero | Potency, µM (top dose mostly 57.5 µM), for the others: top-dose activation, actives largely listed as activators | 0.3% of 370,000 active; also: % is scaled to controls: 0 for no effect and ±100 for the full control effect; nearly all actives have a fitted effect of over 60% in size; many of its hits are not listed in these tables
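cAMP rise read by TR-FRET after 30 min, 37C compound exposure (up to 58 uM) in RXFP1-transfected HEK293 cells with Ro 20174 present. EC50 from Hill-equation fits, with 29 nM porcine relaxin as 100% and buffer as basal.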
Vif-APOBEC3G blk: Vif-A3G binding inhibition. Potency, µM (doses to about 46.1 µM), for the others: at the top dose activity, negative = active, most hits filed as inhibitors. 0.076% of 410,000 active. HeLa A3G-eYFP + Vif (tagged APOBEC3G with the HIV-1 protein that degrades it), YFP fluorescence, overnight;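 also: % is scaled to controls: 0 for no effect and ±100 for the full control effect; nearly all actives have a fitted effect of over 60% in size; hits raise eYFP signal because A3G escapes Vif-driven loss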
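Read-out is eYFP fluorescence (Ex 488/Em 500-530) from Vif-expressing HeLa A3G-eYFP cells; more signal means A3G escaped Vif-mediated degradation. Cells plated overnight, compound pinned in, incubated overnight at 37 deg C.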
TrxR1 substrate: is turned over as a substrate by rat TrxR1. O89049. purified TrxR1 substrate turnover, NADPH consumption readout. Potency, µM (doses to about 114 µM), inactives show at the top dose activity change, negative = substrate turnover. 0.01% of 390,000 active; also: % is scaled to controls: 0 for no effect and ±100 for the full control effect; nearly all actives have a fitted effect of over 50% in size
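Rat TrxR1, dispensed at 90 nM, was prereduced with 400 uM NADPH (final) for 5 min at ~22 deg C, then incubated with compound 15 min before 400 uM selenite. A first-read NADPH fluorescence drop versus no-compound background flagged substrates.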
ALOX12 inh: ALOX12 (human) lipoxygenase inhibition; P18054; purified 12hLO, xylenol orange hydroperoxide absorbance; Potency, µM (series often up to 108 µM), inactives show at the highest dose activity change, negative = inhibition, actives largely listed as inhibitors; 1.1% of 580,000 active; also: % is scaled to controls: 0 for no effect and ±100 for the full control effect
Target sequence (P18054 whole entry, looked up): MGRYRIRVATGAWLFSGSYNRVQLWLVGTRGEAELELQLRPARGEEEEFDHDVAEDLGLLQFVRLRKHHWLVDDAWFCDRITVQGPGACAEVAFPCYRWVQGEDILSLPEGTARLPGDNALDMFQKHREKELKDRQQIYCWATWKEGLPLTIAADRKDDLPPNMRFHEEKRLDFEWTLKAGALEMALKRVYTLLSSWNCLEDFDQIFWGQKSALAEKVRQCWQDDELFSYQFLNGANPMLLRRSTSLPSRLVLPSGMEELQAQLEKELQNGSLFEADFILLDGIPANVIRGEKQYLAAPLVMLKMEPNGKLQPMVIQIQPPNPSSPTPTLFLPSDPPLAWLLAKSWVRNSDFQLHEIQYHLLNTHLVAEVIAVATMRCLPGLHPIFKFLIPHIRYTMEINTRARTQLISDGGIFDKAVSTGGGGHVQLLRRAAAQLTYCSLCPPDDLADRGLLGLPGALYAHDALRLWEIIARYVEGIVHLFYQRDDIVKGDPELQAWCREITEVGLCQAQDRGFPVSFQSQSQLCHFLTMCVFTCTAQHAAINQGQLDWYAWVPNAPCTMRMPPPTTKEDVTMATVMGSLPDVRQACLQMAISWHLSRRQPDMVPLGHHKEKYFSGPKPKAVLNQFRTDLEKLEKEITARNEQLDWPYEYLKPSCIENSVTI
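Purified human 12hLO at 150 nM in 25 mM Hepes, 0.01% Triton X-100, pH 7.0, preincubated 15 min at room temperature with compound. Reaction started with 40 uM arachidonic acid, 30 min at room temperature. Hydroperoxide measured by Fe-xylenol orange, 573/405 nm absorbance ratio.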
TrxR1 inh: rat TrxR1 inhibition. O89049. recombinant rTrxR1, NADPH fluorescence consumption, selenite substrate. Potency, µM (titrated, usually from 114 µM), without a hit: top-dose activity change, negative = inhibition, most hits filed as inhibitors. 1% of 390,000 active. AID 588453; also: % is scaled to controls: 0 for no effect and ±100 for the full control effect; nearly all actives have a fitted effect of over 65% in size
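Rat TrxR1 (90 nM in the dispensed reagent) was pre-reduced with 400 uM NADPH for 5 min at room temperature, then incubated with compound for 15 min. After 400 uM selenite was added, NADPH fluorescence (Ex 340/Em 450 nm) was followed for 8 min.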
USP1 inh: USP1/UAF1 (human) deubiquitinase inhibition; O94782; recombinant USP1/UAF1, Ub-Rhodamine cleavage fluorescence; Potency, µM (series often up to 57.1 µM), inactives show at the top dose activity change, negative = inhibition, actives largely listed as inhibitors; 0.23% of 390,000 active; AID 743255; also: % is scaled to controls: 0 for no effect and ±100 for the full control effect; nearly all actives have a fitted effect of over 60% in size; inactives centre near -12
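USP1/UAF1 complex (1 nM) preincubated 15 min at room temperature with compound, then Ub-Rho substrate (150 nM final) added. Kinetic fluorescence at 480/540 nm over 6 reads at 60 s intervals; 50 mM HEPES pH 7.8, 0.5 mM EDTA, 0.1 mg/ml BSA, 1 mM TCEP, 0.01% Tween-20.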
mIDH1 inhibitor: blocks human mutant IDH1 R132H enzyme; Potency, µM (titrated, usually from 76.6 µM), inactives show top-dose activity change, negative = inhibition, most hits filed as inhibitors; 0.093% of 390,000 active; O75874; IDH1-R132H enzyme, NADPH consumption, diaphorase/resazurin fluorescence; also: % is scaled to controls: 0 for no effect and ±100 for the full control effect; nearly all actives have a fitted effect of over 65% in size
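IDH1-R132H (0.5 ug/mL dispensed) in pH 7.5 Tris buffer was preincubated 30 min with compound, then given a substrate mix of 0.016 mM NADPH and 2 mM alpha-KG for 80 min at room temperature; remaining NADPH was read by diaphorase/resazurin fluorescence.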
Vif-APOBEC3F blk: inhibitors of Vif-A3F interaction; AID 602313; Potency, µM (highest dose often 46.1 µM), for the others: top-dose activity, negative = active; HeLa A3F-eYFP + Vif (tagged APOBEC3F with the HIV-1 protein that degrades it), YFP fluorescence increase; 0.2% of 390,000 active; also: % of control where 0% means no effect; nearly all actives have a fitted effect of over 65% in size
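HeLa cells stably expressing Vif plus C-terminally eYFP-tagged A3F were seeded, incubated overnight at 37 deg C, dosed with compound, incubated overnight again at 37 deg C. Yellow fluorescence (Ex 488/Em 500-530) reported blocked Vif-mediated A3F-eYFP degradation.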
RGS4 inh: human RGS4 inhibition; Potency, µM (series often up to 114 µM), for inactives: at the top dose activity change, negative = inhibition, hits mostly inhibitors; Transcreener GDP fluorescence polarization, RGS4-accelerated GTP hydrolysis; AID 504845; P49798; 0.039% of 390,000 active; also: % is scaled to controls: 0 for no effect and ±100 for the full control effect; nearly all actives have a fitted effect of over 75% in size; some results filed as inactive show a strong effect at the top dose
Target sequence (P49798 whole entry, looked up): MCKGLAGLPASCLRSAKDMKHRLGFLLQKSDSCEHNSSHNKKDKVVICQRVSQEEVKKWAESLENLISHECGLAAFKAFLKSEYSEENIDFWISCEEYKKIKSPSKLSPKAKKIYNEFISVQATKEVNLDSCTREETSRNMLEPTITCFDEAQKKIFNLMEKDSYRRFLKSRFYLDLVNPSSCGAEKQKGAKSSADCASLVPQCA
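MLSMR compounds (23 nl, pin-transferred) preincubated 10 min at room temperature with a 500nM (2x) first reagent, then RGS4 at 900nM (2x) plus Transcreener GDP mix added; fluorescence polarization (620/688 nm) read before and after 90 min at 30 °C.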
* marks the source's active call; other numbers are inactive results; ? = inconclusive; . = not tested or not shown; [ ] = another dose, or the depositor's remark. Calls follow the shape of the dose curve; as a rule, active = well fitted curve in the direction sought with a large enough effect; inconclusive = small, poorly fitted or top-dose-only effect, or another doubt; inactive = no such curve, though single readings can be large; an effect the other way counts as inactive or inconclusive. Potency is read from the fitted curve at half-maximal effect. The list is partial (hit frequency here may not be typical).

Results follow in this order: RXFP1 agonist, Vif-APOBEC3G blk, TrxR1 substrate, ALOX12 inh, TrxR1 inh, USP1 inh, mIDH1 inhibitor, Vif-APOBEC3F blk, RGS4 inh
CN(C)c1ccc(C(=S)N2CCCC2)cc1Br
→ 0.6%, 0%, -2%[57.1 µM], 57%, -9%[57.1 µM], -6%, 2%, 4%, -24%
COc1cccc(CC2(CO)CCCN(CC3=Cc4cc(OC)ccc4OC3)C2)c1 (stereo not given)
→ -0.9%, -4%, -6%[57.1 µM], -20%, -38%, -25%, 4%, -22%, -38%
COc1ccccc1C(=O)NC(CCSC)C(=O)NCCCSc1ccccc1 (stereo not given)
→ -2.4%, -3%, 2%, ?, 11%, -22%, 3%, 9%, 7%
COC(=O)c1ccc(OCCOc2ccccc2)cc1
→ -0.9%, 1%, 11%[57.1 µM], 0%, 26%[57.1 µM], -26%, 5%, -5%, -29%
CCNCc1cc(Cl)cc(OC)c1OC(C)C
→ 0.7%, 2%, 1%, -9%, -3%, -16%, 3%, -9%, 1%
COc1cc(OC)cc(-c2nnc(SCC(=O)N3CCOCC3)o2)c1
→ 1.1%, -4%, -2%[57.1 µM], 0%, 2%[57.1 µM], -2%, -7%, 1%, 1%
CCCN(CC(=O)Nc1ccc(F)c(F)c1F)C(=O)c1ccc2c(=O)n3c(nc2c1)CCC3
→ 0.6%, 2%, -2%, 18%, -15%, -2%, -2%, -3%, -17%
O=C1CN(C(=O)C2CC2)c2ccccc2N1
→ 0.6%, 0%, 6%, -8%, 22%, -2%, 12%, ., -23%
O=C(Cn1ccc2cc(S(=O)(=O)N3CCCCCC3)ccc21)NCCc1ccc(Cl)cc1
→ -1.0%, 0%, -4%, -21%, 29%, -19%, -14%, 3%, 23%
Cc1ccc2oc(-c3cccc(NC(=O)c4ccc(Br)o4)c3C)nc2c1
→ -2.3%, -3%, 1%, -11%, 0%, -16%, -5%, 1%, 9%
CC(C)CC1NC(=O)N(CC(=O)Nc2cc(F)ccc2F)C1=O (stereo not given)
→ -0.3%, 0%, 3%, 12%, 7%, -10%, 6%, 1%, 4%
CCOC(=O)C1=C(C)NC(=O)NC1/C=C/c1ccccc1 (stereo not given)
→ 0.7%, -10%, 16%, 6%, 24%, 3%, 7%, -10%, 2%
CCCCn1c(-c2csc(CC)c2)n[nH]c1=S
→ 0.4%, -7%, -12%, 50µM*, -22%, -18%, -7%, 1%, -35%
Clc1ccc2c(c1)-c1[nH]ncc1CS2
→ 2.6%, -3%, -3%, ?, 1%, -16%, 0%, 22%, -28%
CCOC(=O)C1=C(c2ccccc2)NC(=O)NC1c1ccc(N(C)C)cc1 (stereo not given)
→ 1.9%, 2%, 6%, ?, 8%, -16%, -6%, -10%, -11%
CCCC(=O)Nc1ccc(N2CCN(C(=O)CCC)CC2)cc1
→ -1.0%, -2%, 3%, -19%, 6%, -16%, 15%, -5%, -1%
CCOC(=O)c1sc2nc(NC(=O)C(C)(C)C)sc2c1C
→ 1.9%, -14%, -1%, -21%, 7%, ?, 12%, 1%, -22%
Cn1nc(-c2ccc(N3CCCCC3)c(NC(=O)c3ccco3)c2)c2ccccc2c1=O
→ 3.6%, -6%, -8%, -14%, -8%, -11%, -21%, 0%, -44%
CCOc1ccc(NC(=S)N(CCc2c(C)[nH]c3ccc(C)cc23)Cc2ccco2)cc1
→ 0.4%, -3%, 3%, 8%, 18%, -24%, 5%, -3%, 16%
NC(=S)N/N=C/c1ccccc1
→ -2.9%, -2%, -10%, ?, -16%, -6%, -3%, 5%, -24%

Three entries from above, set out differently.
| Structure | RXFP1 agonist | Vif-APOBEC3G blk | TrxR1 substrate | ALOX12 inh | TrxR1 inh | USP1 inh | mIDH1 inhibitor | Vif-APOBEC3F blk | RGS4 inh |
| --- | --- | --- | --- | --- | --- | --- | --- | --- | --- |
| COc1ccccc1C(=O)NC(CCSC)C(=O)NCCCSc1ccccc1 (stereo not given) | -2.4% | -3% | 2% | ? | 11% | -22% | 3% | 9% | 7% |
| COC(=O)c1ccc(OCCOc2ccccc2)cc1 | -0.9% | 1% | 11%[57.1 µM] | 0% | 26%[57.1 µM] | -26% | 5% | -5% | -29% |
| CCNCc1cc(Cl)cc(OC)c1OC(C)C | 0.7% | 2% | 1% | -9% | -3% | -16% | 3% | -9% | 1% |

More results
Results follow in this order: RXFP1 agonist, Vif-APOBEC3G blk, TrxR1 substrate, ALOX12 inh, TrxR1 inh, USP1 inh, mIDH1 inhibitor, Vif-APOBEC3F blk, RGS4 inh
CCOC(=O)C1NN=C(C(=O)c2ccccc2)C1c1ccc(Cl)cc1 (stereo not given)
→ 4.1%, -5%, 1%[57.1 µM], -21%, 13%[57.1 µM], -11%, 2%, 1%, -17%
Cc1ccccc1NC(=O)OCc1cccnc1Oc1ccc(Cl)cc1
→ 0.0%, -4%, 8%, -13%, 21%[57.1 µM], -16%, -3%, 7%, -5%
N#Cc1ccc(C(=O)OCC(=O)NC2CCCC2)cc1
→ -0.6%, 0%, -3%, 5%, 7%, -5%, -4%, -5%, 20%
Cc1ccnc2nc(C(=O)Nc3nnc(CC(C)C)s3)nn12
→ 3.6%, 0%, -17%, ?, -1%[57.1 µM], -5%, 0%, -1%, 9%
COC(=O)c1ccc([C@@H]2Nc3c(OC)ccc(C)c3[C@@H]3C=CC[C@@H]32)cc1
→ 7.4%, -7%, 0%, ?, 56µM*, -14%, 9%, 5%, ?
CS(=O)(=O)Nc1cccc(C2=NN(C(=O)c3ccco3)C(c3ccco3)C2)c1 (stereo not given)
→ -1.7%, -29%, -13%, ?, -26%, -16%, 1%, 0%, 6%
CC(=O)Nc1ccc(NC(=O)CSc2ccc3nnc(CCNC(=O)c4ccccc4)n3n2)cc1
→ 26%, 11%, 2%, 6%, 4%, -5%, -2%, -17%, 15%
O=C(C1=C[C@@H](c2ccc3c(c2)OCO3)C[C@@H](OCc2ccc(CO)cc2)O1)N1CCOCC1
→ 0.1%, -3%, 5%, -5%, 10%, -22%, 20%, -1%, -3%
O=C(NCc1cc(C(F)(F)F)cc(C(F)(F)F)c1)C1CC(c2ccc(C(F)(F)F)cc2)=NO1 (stereo not given)
→ ., -1%, -8%, 15%, 25%, -33%, 0%, -1%, -1%
c1ccc(-c2nc(-c3cccnc3)cs2)cc1
→ 1.9%, -8%, 0%, ?, 19%, -25%, -3%, -4%, 14%
C/C(=C\C(=O)O)C12CC3CC(CC(C3)C1)C2
→ -0.1%, 0%, 5%, -11%, 10%, -1%, 10%, 13%, -7%
CCCN(C(=O)c1c(CC)noc1C)c1c(N)n(Cc2ccccc2)c(=O)[nH]c1=O
→ 0.2%, -2%, 7%, -14%, 18%, -20%, 0%, -23%, 1%
O=c1ccc2ccc(O)c(O)c2o1
→ ., ., 1%[57.1 µM], ?, ?, ., ., ., ?
CCCCNC(=O)C1CCCN(c2nnc(C)c3c(C)n(-c4ccc(Cl)cc4)nc23)C1 (stereo not given)
→ -0.7%, -2%, 0%, 2%, 4%, -9%, 0%, 0%, 16%
COC(=O)CCC(=O)Nc1ccccc1C(N)=O
→ -0.9%, 1%, 10%[57.1 µM], -9%, 25%[57.1 µM], 0%, 16%, -5%, -8%
c1ccc(CCc2nc(-c3ccccn3)no2)cc1
→ 0.0%, 4%, 8%, 26%, 14%, 6%, 4%, -1%, 6%
Cc1cccc(NC(=O)c2ccc3nccnc3c2)c1C
→ 0.2%, 0%, -3%, 4%, -15%, -10%, -4%, -10%, 5%
CCOC(=O)c1c(C)oc2nc(C)nc(NCCCN3CCN(c4cccc(C)c4)C(C)C3)c12 (stereo not given)
→ -1.4%, 1%, -2%, -13%, 17%, -1%, -8%, -4%, -5%
N#CC1=C2SCN(Cc3ccco3)CN2C(=O)CC1c1ccc(Cl)cc1 (stereo not given)
→ 7.2%, -5%, 3%, ?, -26%, -22%, 2%, -1%, ?
Cc1cccc(Cn2c(-c3ccc[nH]c3=O)nc3ccccc32)c1
→ 1.6%, 0%, 222%[activator], 43%[activator], 7%, -9%, -15%, -14%, -7%

Further structures:
Results follow in this order: RXFP1 agonist, Vif-APOBEC3G blk, TrxR1 substrate, ALOX12 inh, TrxR1 inh, USP1 inh, mIDH1 inhibitor, Vif-APOBEC3F blk, RGS4 inh
Cn1c(N)c(C(=O)COC(=O)CNC(=O)c2ccc(Cl)cc2Cl)c(=O)n(C)c1=O
→ ., -1%, 5%, -1%, 18%, ?, 5%, 9%, -3%
O=C([C@@H]1CCCN1C(=O)c1cccs1)N1CCN(S(=O)(=O)c2ccccc2F)CC1
→ 0.2%, 6%, 4%, 9%, 25%, -19%, 6%, -4%, 16%
O=C(CN1CCN(c2cccc(C(F)(F)F)c2)CC1)NCc1ccccc1
→ 0.5%, -4%, -2%[57.1 µM], 0%, -6%[57.1 µM], -20%, 9%, -5%, 1%
Cc1cccc(C)c1NC(=S)N1CCCN(C)CC1
→ -1.0%, 0%, -5%[57.1 µM], -2%, 9%[57.1 µM], -6%, 4%, 2%, -15%
O=C(NCc1ccc(Cl)cc1)C1CCN(C(=O)Cc2ccccc2)CC1
→ 0.5%, -1%, -7%, 1%, -10%, -17%, 6%, 9%, 20%

Source: PubChem (National Center for Advancing Translational Sciences (NCATS))
